TNAP inh Pi: human TNAP inhibition, phosphate detection; P05186; purified TNAP, pNPP, malachite green phosphate absorbance; inhibition, % at 20 µM; 21,000 tested, under 10 active
Target sequence (P05186 whole entry, looked up): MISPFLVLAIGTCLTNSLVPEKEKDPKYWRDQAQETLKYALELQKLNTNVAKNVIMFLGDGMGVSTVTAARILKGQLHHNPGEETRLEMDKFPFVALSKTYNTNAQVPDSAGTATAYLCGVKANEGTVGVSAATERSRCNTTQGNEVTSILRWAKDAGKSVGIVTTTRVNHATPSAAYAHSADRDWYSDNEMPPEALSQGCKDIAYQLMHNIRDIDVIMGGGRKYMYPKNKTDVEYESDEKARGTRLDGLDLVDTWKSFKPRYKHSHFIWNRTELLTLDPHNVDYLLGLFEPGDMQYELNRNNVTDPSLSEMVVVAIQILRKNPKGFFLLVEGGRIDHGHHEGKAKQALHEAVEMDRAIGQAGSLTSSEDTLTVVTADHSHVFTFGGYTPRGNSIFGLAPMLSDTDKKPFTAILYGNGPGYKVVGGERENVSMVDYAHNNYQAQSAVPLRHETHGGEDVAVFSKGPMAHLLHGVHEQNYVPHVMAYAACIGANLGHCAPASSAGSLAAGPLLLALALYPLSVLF
TNAP pNPP inh: inhibitors of human tissue-nonspecific alkaline phosphatase. inhibition, % at 20 µM. purified TNAP, pNPP hydrolysis, absorbance 405 nm. 21,000 tested, under 10 active;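 note: 0% = DMSO only wells and 100% = 1 mM levamisole wells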
The depositor's hits bear a star; & = joins results of further samples.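 Rule for the calls: active = inhibition above 50% at the 20 µM single-dose screen; inactive = the rest.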 An excerpt (hit frequency here may not be typical).

SMILES	TNAP inh Pi	TNAP pNPP inh
Cc1nnc(NC(=O)C2CCN(c3nnnn3-c3ccccc3)CC2)s1	6	2
Cc1sc(NC(=O)CSc2nnc(-c3ccc(F)cc3)o2)c(C#N)c1C	-1	9
O=C(NCc1ccccc1)N(Cc1cc2cc3c(cc2[nH]c1=O)OCCO3)CC1CCCO1 (stereo not given)	-14	2
CCc1noc(C)c1C(=O)Nc1sc(C(=O)N(C)C)c(C)c1C(=O)OC	16	4
C=CCSc1nnc(C)n1-c1ccc(Cl)cc1	11	8
O=C(CCN1C(=O)c2ccccc2C1=O)OCN1C(=O)c2ccccc2C1=O	-1	-2
COc1cc(NC(=O)C2COc3ccccc3O2)c(OC)cc1Cl (stereo not given)	-19	5
COCCNC(=O)C(OC(=O)c1cccs1)c1ccccc1 (stereo not given)	0	0
CCn1c(SCC(=O)N2CCN(c3ccc(F)cc3)CC2)nc2ccccc2c1=O	6	1
C1CCCN(CCCCN2CCCCCC2)CC1	-10	-6
CCN1CCC(NC(=O)c2cc(OC)c(OC)cc2OC)CC1	12	3
O=C(CCCCCN1C(=O)c2ccccc2C1=O)NCCc1nc2ccccc2[nH]1	-5	4
COCc1nnc(NC(=O)c2cccs2)s1	15	6
O=C(O)CCSc1nc2ccccc2s1	-3	1
CCN(CC)CCN1C(=O)C(=O)/C(=C(/O)c2ccc(OCC(C)C)cc2)C1c1ccncc1 (stereo not given)	-9	5
CC(C)(C)NC(=O)C(c1ccncc1)N(C(=O)c1csnn1)C1CC1 (stereo not given)	7	-7
CCC(=O)N(CCc1ccccc1C)Cc1cc2cc3c(cc2[nH]c1=O)OCO3	10	8
COc1cc2nc(N3CCN(C(=O)C4CCCO4)CC3)nc(N)c2cc1OC (stereo not given)	11&6	4&1
CCNC(=O)N(C)c1nncnc1C(=O)NC	-4	6
O=C(CN1CCC(n2nnc3cc(F)ccc32)CC1)NC1CCCCC1	5	-5
CCn1cnc2cc(NCc3nc4ccccc4n3C)ccc21	13	0
CCN1CCN(C(=O)Nc2cccc(C(F)(F)F)c2)CC1	-9	2
CCCCn1c(SCC(=O)c2ccc(OC)cc2OC)nc2cc(S(N)(=O)=O)ccc21	0	0
CCNC(=O)c1sc(-c2ccccc2)nc1C	7	0
COc1cc(-c2nnc(-c3cccs3)o2)cc(OC)c1OC	-20	2
CC(=O)c1c(C)[nH]c(C(=O)OCC(=O)Nc2cc(C(F)(F)F)ccc2N2CCOCC2)c1C	-7	-11
COc1ccccc1N(CC(=O)Nc1ccc2c(c1)OCCO2)S(C)(=O)=O	18	5
O=C(CN1CCN(c2ccc(F)cc2)CC1)N1CCC(Cc2ccccc2)CC1	-8	2
N#Cc1cccc(NC(=O)CSc2ccccc2)c1	16	5
CCCCCNc1c(C(=O)OCC)c(=O)[nH]c2ccccc12	1	5
O=C1CC(N2CCC(c3nc4ccccc4o3)CC2)C(=O)N1Cc1cccs1 (stereo not given)	4	4
COCCn1c(SCc2ccccc2Cl)nc2c1c(=O)[nH]c(=O)n2C	5	4
CCCCOc1ccc(C2CC(=O)N(C)C2=O)cc1 (stereo not given)	9	5
Cn1c(=O)[nH]c(=O)c2c1nc(Sc1nc3ccccc3s1)n2Cc1ccccc1	3	-4
Cc1cc(C)c2oc(=O)cc(CN3CCN(Cc4ccc5c(c4)OCO5)CC3)c2c1	9	3
Cc1ccc2c(CN3CCN(Cc4ccc5c(c4)OCO5)CC3)cc(=O)oc2c1C	7	2
CC(=O)N1CCC(N2CCN(c3ccccc3F)CC2)CC1	12	5
CC(C)c1nc(N2CCCC2)c(C#N)c2c1CCCC2	7	2
NC(=O)CC(O)c1cccc(Cl)c1 (stereo not given)	2	8
CCOC(=O)C1=C(C)NC(=O)NC1/C(C)=C/c1ccccc1 (stereo not given)	6	3
COc1cc(OC)nc(NC(=O)COC(=O)C2CCCCC2)n1	6	2
N#CCCSCc1ccc(C(=O)O)o1	12	0
COc1ccc(S(=O)(=O)Nc2cc(OC)c(NC(=O)c3ccco3)cc2OC)cc1	-2	1
CCn1c(SCC(=O)N2CCN(c3ccc(F)cc3)CC2)nnc1-c1ccncc1	9	3
O=C(COc1cc(Cl)ccc1Cl)Nc1nnc(CC(=O)N2CCOCC2)s1	8	6

Single values from the results shown:
CCn1c(SCC(=O)N2CCN(c3ccc(F)cc3)CC2)nnc1-c1ccncc1 @ TNAP inh Pi = 9
CC(=O)N1CCC(N2CCN(c3ccccc3F)CC2)CC1 @ TNAP inh Pi = 12
CCOC(=O)C1=C(C)NC(=O)NC1/C(C)=C/c1ccccc1 (stereo not given) @ TNAP inh Pi = 6
COCCn1c(SCc2ccccc2Cl)nc2c1c(=O)[nH]c(=O)n2C @ TNAP inh Pi = 5
Cc1cc(C)c2oc(=O)cc(CN3CCN(Cc4ccc5c(c4)OCO5)CC3)c2c1 @ TNAP pNPP inh = 3
CCCCOc1ccc(C2CC(=O)N(C)C2=O)cc1 (stereo not given) @ TNAP pNPP inh = 5
COc1ccc(S(=O)(=O)Nc2cc(OC)c(NC(=O)c3ccco3)cc2OC)cc1 @ TNAP pNPP inh = 1

(more compounds)
SMILES	TNAP inh Pi	TNAP pNPP inh
COc1ccc(Nc2nc(N)nc(CSc3n[nH]c(-c4ccccc4)n3)n2)cc1	4	-1
Cc1cc(C)c2c(N)c(C(=O)N3CCCCCC3)sc2n1	9	4
COc1ccc(C(CNC(=O)c2ccc(-n3cnnn3)cc2)N2CCOCC2)cc1 (stereo not given)	9	4
COc1ccccc1C1C(C(=O)c2cc3ccccc3o2)=C(O)C(=O)N1CCN(C)C (stereo not given)	12	-1
CCCn1nnnc1SCC(=O)NCc1cccs1	16	8
CCOc1ccc(-c2ncncc2-c2ccc(OC)cc2)c(O)c1	5	0
Cc1c(N(C(=O)Nc2ccccc2)C2=NCC(C)S2)c(=O)n(-c2ccccc2)n1C (stereo not given)	9	5
COC(=O)c1ccc(C2CC(=O)Nc3cc(OC)c(OC)cc32)cc1 (stereo not given)	5	-2
CCOC(=O)COc1nc(N(C)C)nc(N(C)C)n1	12	6
Cc1cc(C)c(NC2=CC(=O)CC(C)(C)C2)c(C#N)c1	2	0
Cn1c(SCC(=O)N(C2CCCCC2)C2CCCCC2)nnc1-c1cccs1	23	7
O=C(CSCc1ccccc1)Nc1ccc2c(c1)OCO2	4	2
CC[C@H](C)[C@H](NS(=O)(=O)c1ccc(C)cc1)C(=O)N1CCC(C(=O)N[C@@H](C)C(=O)O)CC1	1	9
COc1ccc(NC(=O)CSc2nc(-c3ccncc3)nn2CC(=O)N2CCCC2)cc1	-16	5
CCCCOc1ccc(-c2nnc(-c3ccco3)o2)cc1	3	0
Cc1ccccc1NC(=O)Cc1nc(CSc2nnc(C3CCCCC3)n2N)cs1	7	5
CC(=O)Nc1nc(-c2cccs2)cs1	7	6
CC1=C2C(=O)OC(c3ccoc3)C2(C)CCC1 (stereo not given)	0	0
COCC(=O)Nc1nnc(SCC(=O)NCc2cccs2)s1	12	1
O=C(c1ccc(C(=O)N2CCOCC2)nc1)N1CCOCC1	11	-1
COCCn1c(C)cc(C(=O)COC(=O)c2ccc3ncsc3c2)c1C	6	3
Cn1c(Cl)cnc1C(O)c1ccccc1 (stereo not given)	7	-4
Cc1noc(COc2ccccc2OCC(N)=O)c1Cl	-4	5
CC1(c2ccccc2)NC(=O)N(CC(=O)N2CCOCC2)C1=O (stereo not given)	14	4
Cc1nc(NC2=NCN(Cc3cccnc3)CN2)nc2ccccc12	14	2
COCCCn1c(-c2ccccc2Cl)n[nH]c1=S	10	1
CCC(=O)Nc1ccc(NC(=O)c2ccco2)c(OC)c1	0	2
CCOC(=O)C1=C(C)NC(=O)NC1c1ccc(OC(=O)c2ccco2)c(OC)c1 (stereo not given)	-7	-8
CC(C)(C)C1CCC(=O)C(C2(O)C(=O)Nc3ccccc32)C1 (stereo not given)	3	7
Cc1nc(NC(=O)c2ccccc2)sc1-c1csc(N)n1	8	3
C=CCn1c2ccccc2c2nnc(SCCCn3c(=O)[nH]c4ccccc43)nc21	9	6
O=C(c1ccncc1)N(Cc1ccco1)Cc1cc2ccccc2[nH]c1=O	10	3
COc1ccccc1C(=O)NCC(=O)n1nc(C)cc1C	6	1
CC(=O)N(C(C)=O)c1c(N2CCOCC2)c2ccccc2oc1=O	13	0
OCCN=C(c1ccccc1)C12CN3CN(CN(C3)C1)C2	8	4
Cn1c(=O)[nH]c(=O)c2c1nc1n2CCCS1	7	2
Cc1ccc(Oc2nc3c(c(=O)n(Cc4ccccc4F)c(=O)n3C)n2C)cc1	9	6
COc1ccc(CCNC(=O)CN(C2CCCCC2)S(C)(=O)=O)cc1OC	19	6
CSc1ccc(S(=O)(=O)NCc2ccc(Cl)cc2)cc1	13	-1
CCOCCCNC(=O)C1CCCN1S(=O)(=O)c1ccc(Cl)cc1 (stereo not given)	-3	5
COc1ccccc1Oc1coc2cc(OC(=O)N3CCOCC3)ccc2c1=O	-2	-2
O=C(Nc1ccccc1Cl)NC1(C(=O)NCCCN2CCOCC2)CCCCC1	11	3
Nc1nc(N2CCCCC2)nc2ccccc12	17	6
COc1ccc(OC)c(NC(=O)Nc2ccccc2C)c1	4	-2
Cc1[nH]c2ccccc2c1C(=O)CN1CCCCC1C (stereo not given)	6	3
O=C(O)c1ccc(S(=O)(=O)c2ccccc2)cc1	3	2
COc1ccc(CCC(=O)N2CCN(C3CCCCC3)CC2)cc1	0	0
COc1ccc(S(=O)(=O)NCCSC(C)(C)C)cc1Cl	6	3
O=C(c1ccc(Cl)cc1)c1ccc(OCC(=O)N2CCOCC2)cc1	-15	3
CN(C(=O)c1ccncc1)c1nnc(-c2ccncc2)s1	15	-1
O=C1CC(N2CCOCC2)C(=O)N1c1cc(Cl)cc(Cl)c1 (stereo not given)	3	-3
N#Cc1nc(-c2cccs2)oc1NCc1ccccc1	10	6
COc1cc(N2CN=c3s/c(=C\c4ccccn4)c(=O)n3C2)cc(OC)c1OC	-6	4
CCOC(=O)c1c(C)oc(NC(=O)COc2ccc(Cl)cc2C)c1C#N	11	5
CCCOc1ccc(Cn2cnc3ccccc32)cc1	12	1
O=C1CC(N2CCN(C/C=C/c3ccccc3)CC2)C(=O)N1Cc1ccc(N2CCCC2=O)cc1 (stereo not given)	13	3
C=CCn1c(Br)nc2c1c(=O)n(C)c(=O)n2C	-11	5
CCOc1ccccc1N1CCN(S(=O)(=O)c2cccs2)CC1	-3	4
CCOC(=O)CN(C(=O)CN1CCOCC1)c1ccc(Br)cc1	-2	4
CCC1CCCCN1C(=O)N[C@@H](CCSC)C(=O)OC (stereo not given in full)	9	6

Further results follow:
SMILES	TNAP inh Pi	TNAP pNPP inh
Cc1cccc(N(CC(=O)NCc2ccccc2)C(=O)Cn2nnc(-c3ccc(C)o3)n2)c1	-3	-3
Cc1cc(C(=O)Nc2sc(C)c(C)c2C#N)c(C)o1	11	6
O=C(OCCN1C(=O)CCC1=O)c1ccc(S(=O)(=O)N2CCCCC2)cc1	3	-1
CNS(=O)(=O)c1cccc2cccnc12	-7	1
CCOC(=O)C(C(=O)OCC)N(C#N)c1nc(SC)nc(N(C)C)n1	0	-1
Cc1ccc(NC(=O)CSCC(N)=O)cc1C	8	6
CCn1c(SCC(=O)Nc2cccc(NC(=O)c3cccs3)c2)nnc1-c1ccncc1	8	7
O=C(NC1CCCCC1)N1CCC(c2nc3ccccc3[nH]2)CC1	-3	-10
O=C(CN1CCOCC1)Nc1ccc(S(=O)(=O)N2CCCCCC2)cc1	10	3
CC(C)[C@H](NC(=O)NCc1ccco1)C(=O)O	9	3
C=CCn1c(O)c(C(CC)=NCCN2CCOCC2)c(=O)[nH]c1=O	1	5
O=C(O)CC1Sc2ccccc2NC1=O (stereo not given)	-3	-6
COc1ccc(NC(=O)Cn2nnc(-c3ccccc3F)n2)cc1	11	2
O=c1nc(C(F)(F)F)nc2ccccn12	-1	2
O=C(Cn1nnc(-c2ccncc2)n1)N1CCc2ccccc21	10	0

Given with two lines to a compound: 7 of the compounds above
Each structure is followed by: TNAP inh Pi, TNAP pNPP inh
CNS(=O)(=O)c1cccc2cccnc12
  -7, 1
CCOC(=O)C(C(=O)OCC)N(C#N)c1nc(SC)nc(N(C)C)n1
  0, -1
Cc1ccc(NC(=O)CSCC(N)=O)cc1C
  8, 6
CCn1c(SCC(=O)Nc2cccc(NC(=O)c3cccs3)c2)nnc1-c1ccncc1
  8, 7
O=C(NC1CCCCC1)N1CCC(c2nc3ccccc3[nH]2)CC1
  -3, -10
O=C(CN1CCOCC1)Nc1ccc(S(=O)(=O)N2CCCCCC2)cc1
  10, 3
CC(C)[C@H](NC(=O)NCc1ccco1)C(=O)O
  9, 3

New compounds follow:
SMILES	TNAP inh Pi	TNAP pNPP inh
Cc1ccc(S(=O)(=O)N(Cc2ccc(F)cc2)Cc2ccco2)cc1	0	0
CC1(C)CC(NC(=O)CC2CCCCC2)CC(C)(C)N1	7	3
CC1CCCCN1c1nc(-c2ccncc2)nc2ccccc12 (stereo not given)	14	6
COc1cc2c(cc1OC)CN(Cc1cccs1)CC2	6	-2
COCCCNC(=O)c1ccccc1SC	15	0
Cc1c(C#N)c2ncn(CCCN(C)C)c(=O)c2n1-c1ccccc1	1	4
COC(=O)c1ccccc1NC(=O)c1ccccc1NS(C)(=O)=O	7	8
Cc1nc(=O)c(-c2ccccc2)c(C)n1-c1ccc(C(=O)O)cc1	-3	-4
O=C(CN(Cc1ccco1)S(=O)(=O)c1cccs1)Nc1ccccc1C(F)(F)F	1	-4
O=c1[nH]c2cc3c(cc2cc1C(c1nnnn1CC1CCCO1)N1CCCCCC1)OCO3 (stereo not given)	8	3
O=C(O)CCCC(=O)Nc1ccccc1C(=O)O	16	7
COc1ccc(C2=NCC(CSc3nnnn3C)S2)cc1 (stereo not given)	-1	3
CCCCN1c2cc(C)c(O)cc2C(C(=O)OCC)C1C (stereo not given)	4	-1
O=S(=O)(NC1CC2CCC1C2)c1ccc2c(c1)OCCO2 (stereo not given)	9	8
O=C(O)c1cc(NC(=O)C2CCCO2)cc(NC(=O)C2CCCO2)c1 (stereo not given)	12	2

High-throughput results as filed in PubChem BioAssay.
